S-ASM inh – blocks human secretory acid sphingomyelinase; P17405; placental ASM, HMU-PC fluorogenic substrate, 60 min; Potency, µM (top dose mostly 57.5 µM), for the others: at the highest dose activity change, negative = inhibition, most hits filed as inhibitors; 340,000 compounds, 0.006% hits; AID 504937; further: potency means the concentration at half of the fitted maximal effect
Target sequence (P17405 47-631 limits assumed): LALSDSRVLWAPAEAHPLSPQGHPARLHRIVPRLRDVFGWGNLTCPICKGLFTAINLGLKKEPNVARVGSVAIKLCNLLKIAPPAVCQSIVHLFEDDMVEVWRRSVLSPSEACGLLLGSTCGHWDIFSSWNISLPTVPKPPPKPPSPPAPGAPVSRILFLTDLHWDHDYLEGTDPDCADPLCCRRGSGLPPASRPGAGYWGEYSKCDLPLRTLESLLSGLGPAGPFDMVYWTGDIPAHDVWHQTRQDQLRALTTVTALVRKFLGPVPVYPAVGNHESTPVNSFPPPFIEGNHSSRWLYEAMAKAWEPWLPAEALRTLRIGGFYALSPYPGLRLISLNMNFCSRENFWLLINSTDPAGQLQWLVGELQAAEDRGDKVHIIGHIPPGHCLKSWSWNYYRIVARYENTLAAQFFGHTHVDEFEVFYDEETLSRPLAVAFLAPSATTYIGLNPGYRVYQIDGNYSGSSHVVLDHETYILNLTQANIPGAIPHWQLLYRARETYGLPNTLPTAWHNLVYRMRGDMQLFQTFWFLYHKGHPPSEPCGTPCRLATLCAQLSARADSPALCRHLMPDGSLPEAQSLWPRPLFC
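qHTS format. ASM enzyme prepared from human placenta hydrolyses the fluorogenic substrate HMU-PC0 (9 uM final) over 60 min at 37 °C after a 10 min compound preincubation.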
Coupling enz – coupling enzyme interference in Giardia aldolase counter-screen; coupling enzyme system counterscreen, AmpLite Red fluorescence; activity change, negative = inhibition, % at 58.2 µM, hits read low; 290,000 compounds, 0.67% hits; AID 2472; in the data active means activity change below about -30%; further: on the % scale 0 is the no-effect control and ±100 the full control effect
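Activity here indicates interference with the coupling reaction, not aldolase inhibition. Compounds at 57.5 uM final met coupling enzymes for 10 min at RT; substrate and AmpLite Red detection followed, with a 525/598 nm fluorescence read after 20 min.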
TRPV1 agonist – human TRPV1 agonism | Q8NER1 | TRPV1-expressing cells, Fluo-8 calcium influx, agonist mode | activation, % at 8.33 µM | 320,000 compounds, 0.19% hits | AID 540275; in the data active means activation above about 80%; inconclusive means between about 30% and that limit; further: 0% is about no effect
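TRPV1-expressing cells were cultured overnight at 35.5C and loaded with Fluo-8 calcium dye for 40 to 90 min at room temperature. After a 10 s baseline, compound was added and calcium influx was read kinetically for 3 min (ex 480/em 520 nm).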
CXXC DNA block – MLL CXXC-DNA interaction inhibition; MLL-CXXC / FITC-HOXA9 DNA fluorescence polarization; Potency, µM (top dose mostly 115 µM), for inactives: top-dose activity change, negative = inhibition, usual class: inhibitors; 290,000 compounds, 0.037% hits; active means well fitted inhibition curve with a large enough effect in the polarisation, with a control signal flat, not every such curve was filed as active; inconclusive means small, poorly fitted or top-dose-only effect, or effect the other way, or a change in a side signal; inactive means no such curve, though single readings can be large or run the other way; the % refers to the polarisation; further: potency means the concentration at half of the fitted maximal effect
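Fluorescence polarization: 7 uM MLL-CXXC (stock) preincubated 5 min with compounds, then 50 nM fluorescein-HOX-A9 DNA (stock) added; 30 min ambient. Buffer 50 mM Tris-HCl pH 7.5, 50 mM NaCl, 1 mM DTT, 0.05% BSA.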
MBNL1-CUG inh – blocks human MBNL1 binding to CUG repeat RNA | Potency, µM (doses to about 57.5 µM), without a hit: top-dose activity change, negative = inhibition, usual class: inhibitors | TR-FRET MBNL1-His/biotin-(CUG)12 binding, 665/545 ratio | 280,000 compounds, 0.036% hits; active means well fitted inhibition curve with a large enough effect in the signal ratio, with a control signal flat, not every such curve was filed as active; inconclusive means small, poorly fitted or top-dose-only effect, or effect the other way, or a change in a side signal; inactive means no such curve, though single readings can be large or run the other way; the % refers to the signal ratio; further: potency means the concentration at half of the fitted maximal effect; on the % scale 0 is the no-effect control and ±100 the full control effect
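Compounds (final 92 nM to 58 uM) are added to His-tagged MBNL1 and biotin-(CUG)12, then terbium anti-His antibody and streptavidin-XL665 (5 nM final). After 60 min at room temperature, the 665/545 nm ratio is read.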
GALK inhibitor – blocks human galactokinase activity; Purified GALK, Kinase-Glo residual ATP luminescence; Potency, µM (series often up to 57.5 µM), without a hit: top-dose activity change, negative = inhibition, actives largely listed as inhibitors; P51570; 270,000 compounds, 0.007% hits; further: potency means the concentration at half of the fitted maximal effect; on the % scale 0 is the no-effect control and ±100 the full control effect
Target sequence (P51570 whole entry, looked up): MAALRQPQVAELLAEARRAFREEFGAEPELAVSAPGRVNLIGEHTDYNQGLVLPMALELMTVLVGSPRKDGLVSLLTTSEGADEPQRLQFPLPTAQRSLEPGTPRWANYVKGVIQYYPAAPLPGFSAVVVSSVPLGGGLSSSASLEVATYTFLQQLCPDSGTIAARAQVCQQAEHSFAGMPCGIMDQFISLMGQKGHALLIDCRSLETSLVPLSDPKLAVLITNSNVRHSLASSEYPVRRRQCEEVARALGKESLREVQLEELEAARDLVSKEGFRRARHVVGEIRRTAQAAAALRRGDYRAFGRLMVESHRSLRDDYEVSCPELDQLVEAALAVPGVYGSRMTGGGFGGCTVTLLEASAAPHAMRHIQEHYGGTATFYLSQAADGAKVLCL
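Kinase-Glo Plus luminescence measured ATP left after a 1 h room-temperature reaction. The reaction used 5 nM GALK, 100 uM galactose and 35 uM ATP at pH 8.0 (20 mM HEPES, 5 mM MgCl2, 60 mM NaCl, 1 mM DTT, 0.01% BSA).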
hERG WT inh – inhibitors of human wildtype KCNH2 potassium channel. AID 720551. 340,000 compounds, 0.37% hits. activity change, % at 1.84 µM. U2OS, BacMam KCNH2, thallium flux FluxOr; stronger effect = lower value. Q12809;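 active means maximum activity change below -70%; inconclusive means maximum activity change between -70% and -50%; inactive means maximum activity change above -50%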; further: on the % scale 0 is the no-effect control and ±100 the full control effect
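U2OS cells transduced with wild-type KCNH2 virus are loaded with FluxOr dye for 45 min, and thallium flux is measured in kinetic reads before and after stimulation buffer. Rate constants are normalized to DMSO controls.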
Integrin act MD – integrin-mediated muscular dystrophy alleviation activation; alpha7betagal myoblasts, beta-gal FDG fluorescence, 48 h; AID 624291; 350,000 compounds, 0.064% hits; Potency, µM (top dose mostly 38.3 µM), for inactives: at the highest dose activation, actives largely listed as activators;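 further: potency means the concentration at half of the fitted maximal effect; 100% = response of the positive control SU9516; nearly all actives have a fitted effect of over 60% in size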
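Alpha7betagal+/- myoblasts (passage 13) were plated 16-24 hr, then exposed to compounds (1:260 dilution of DMSO stock) for 48 hours at 37C. After MPER lysis, β-galactosidase reporter activity was read as FDG fluorescence (ex 480/em 540) after 30 minutes.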
AT treatment – candidate therapy for ataxia-telangiectasia; […] A-T fibroblasts, KAP-1 phosphorylation AlphaLISA; neocarzinostatin DNA damage 30 min before lysis; Potency, µM (highest dose often 57.5 µM), for inactives: at the top dose activation, usual class: activators; 320,000 compounds, 0.19% hits; AID 485349; further: potency means the concentration at half of the fitted maximal effect; % of control where 0% means no effect; nearly all actives have a fitted effect of over 45% in size
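hTERT-immortalized A-T patient fibroblasts ([…]), 500 cells/well in OPTI-MEM, 1% FBS, got compounds for 60 min, then NCS for 30 min at 37C. Lysates were then assayed for phospho-KAP-1 by AlphaLISA (anti-pKAP1 donor, anti-KAP1 acceptor beads), 6 hr at 25C.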
KCNH2 3.1 inh – blocks the human KCNH2 3.1 channel isoform; U2OS KCNH2 3.1, thallium flux FluxOr; stronger effect = lower value; activity change, % (tested at about 1.8 µM); 340,000 compounds, 0.95% hits; AID 720553;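 active means maximum activity change below -70%; inconclusive means maximum activity change from -70% to -50%; inactive means maximum activity change above -50%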;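 further: thallium influx rate constant from kinetic fluorescence after stimulation buffer; on the % scale 0 is the no-effect control and ±100 the full control effect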
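Channel expression came from 3.1 mutant virus (1.77 x 10^8 /mL) applied to suspended U2OS cells for 4 h. Flux was tracked with FluxOr dye plus Red40 quencher, and kinetic rate constants normalized to controls.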
Active calls of the source: *; ? = inconclusive; / = no result given; [ ] = dose if it differs, or a comment. Unless noted, the call rests on the fitted dose curve; in most records, active means well fitted curve in the direction sought with a large enough effect; inconclusive means small, poorly fitted or top-dose-only effect, or another doubt; inactive means no such curve, though single readings can be large; an effect the other way counts as inactive or inconclusive.

SMILES	S-ASM inh	Coupling enz	TRPV1 agonist	CXXC DNA block	MBNL1-CUG inh	GALK inhibitor	hERG WT inh	Integrin act MD	AT treatment	KCNH2 3.1 inh
NS(=O)(=O)c1ccc(CCNC(=O)C(=O)NCC2OCCN2S(=O)(=O)c2cccs2)cc1 (stereo not given)	0%	3	-8	-1%	-8%	4%	-9	7%	0%	-16
COc1ccc(C2=NNC(c3cccnc3)=Nc3ccccc32)cc1	-4%	1	5	-12%	-2%	4%	-9	12%	5%	-19
O=C(c1ccc(Cl)c([N+](=O)[O-])c1)N(Cc1ccccc1)C1CCS(=O)(=O)C1 (stereo not given)	3%	1	-6	-14%	?	0%	-1	-32%	1%	-30
Cc1cc(C(=O)O)ccc1NCc1cccnc1	11%	-2	-3	2%	-4%	5%	0	7%	3%	4
Cc1ccc(CNC(=O)C2CCN(S(=O)(=O)c3ccc4c(c3)CC(C)N4C(=O)C3CCC3)CC2)o1 (stereo not given)	-2%	-1	-3	4%	-2%	0%	2	-32%	0%	-20
COc1cccc(NC(=O)CN(c2cccc(C(F)(F)F)c2)S(C)(=O)=O)c1	-1%	-11	-3	-4%	-8%	2%	2	-2%	5%	2
Cc1sc(NC(=O)C2=COCCO2)nc1-c1ccc(Cl)cc1	1%	/	21	/	/	/	3	-40%	14%	-4
Cc1ccc(SCCNC(=S)Nc2cc(C)cc(C)c2)cc1	-1%	1	8	10%	-4%	0%	-11	18%	6%	-2
COc1cccc(OCc2cc(C(=O)NCc3ccc4c(c3)OCO4)no2)c1	-16%	/	?	5%	1%	-1%	4	-15%	0%	13
O=C(NCCc1ccc(Cl)cc1)C1CCC(CNc2c(N3CCCCC3)c(=O)c2=O)CC1 (stereo not given)	-1%	3	-1	9%	-10%	/	-6	-5%	-2%	0
Cc1cccc(C)c1-n1nnnc1SCC(=O)c1c(N)n(C2CC2)c(=O)[nH]c1=O	2%	/	/	/	/	/	-1	22%	3%	-2
CC(c1ccccc1)n1cc(C(=O)NCC2COc3ccccc3O2)nn1 (stereo not given)	5%	0	10	-6%	-1%	-3%	4	41%	2%	-15
Cc1ccc(C)c(Cn2cnc3c(nnn3-c3ccc(F)cc3)c2=O)c1	0%	1	3	-2%	7%	-1%	-12	15%	6%	-10
CCCCOc1ccc(C2(C(=O)O)CCCC2)cc1	-1%	3	-1	10%	3%	-1%	1	15%	2%	16
Cc1ccc(/C=C2\SC(=S)N(C3CCS(=O)(=O)C3)C2=O)o1 (stereo not given)	-11%	-18	0	1%	?	0%	-3	-36%	-4%	-14
Cc1ccc(C(=O)NCC2CCCN2S(=O)(=O)c2ccc(C)cc2)cc1 (stereo not given)	-2%	/	18	/	/	/	2	4%	19%	-35
O=C(NCCCC1CCCC1)C1CCC(=O)N(Cc2cccc(F)c2)C1 (stereo not given)	-2%	/	?	20%	-7%	-1%	-8	3%	-3%	11
Cc1ccc(/C=C/C(=O)c2ccccc2O)cc1	-1%	-1	?	2%	-3%	3%	-3	0%	1%	2
COc1ccccc1C(=O)NNC(=O)c1cccc(Cl)c1	3%	-1	-4	-4%	-1%	2%	25	-5%	-1%	13
O=C(/C=C/c1ccco1)Nc1cccc(C(=O)Nc2ccccc2C(=O)O)c1	11%	7	-1	-9%	/	2%	3	-20%	1%	-8
COc1ccccc1CNS(=O)(=O)c1cc(C(=O)NCC2CCCO2)c(Cl)cc1Cl (stereo not given)	4%	/	/	/	/	/	-1	6%	0%	2
Cc1ccsc1/C=N/NC(=O)c1cccs1	-1%	-1	0	6%	27%	0%	-10	0%	3%	-1
CC(C)(C)c1ccc(C(=O)Nc2ccc(C(=O)N3CCOCC3)cc2)cc1	0%	/	5	15%	-1%	-4%	-10	-14%	-1%	-10
Cc1cccc(OCCSc2nc3ncnc(N)c3[nH]2)c1	1%	2	-5	10%	0%	-1%	-1	21%	6%	-10
O=C(CCNS(=O)(=O)c1ccc(Br)cc1)NC1CCN(Cc2ccccc2)CC1	/	/	-2	-12%	0%	5%	22	2%	-12%	-42

Looked up one by one from above (3):
SMILES	S-ASM inh	Coupling enz	TRPV1 agonist	CXXC DNA block	MBNL1-CUG inh	GALK inhibitor	hERG WT inh	Integrin act MD	AT treatment	KCNH2 3.1 inh
O=C(NCCCC1CCCC1)C1CCC(=O)N(Cc2cccc(F)c2)C1 (stereo not given)	-2%	/	?	20%	-7%	-1%	-8	3%	-3%	11
Cc1ccsc1/C=N/NC(=O)c1cccs1	-1%	-1	0	6%	27%	0%	-10	0%	3%	-1
Cc1ccc(C(=O)NCC2CCCN2S(=O)(=O)c2ccc(C)cc2)cc1 (stereo not given)	-2%	/	18	/	/	/	2	4%	19%	-35

Next results.
SMILES	S-ASM inh	Coupling enz	TRPV1 agonist	CXXC DNA block	MBNL1-CUG inh	GALK inhibitor	hERG WT inh	Integrin act MD	AT treatment	KCNH2 3.1 inh
CC(C)(C)c1ccc(C(=O)N2CCC(C(=O)NCCC3=CCCCC3)CC2)cc1	0%	7	3	-6%	-9%	/	2	-22%	-5%	29
Cn1nccc1C(=O)Nn1cnnc1	-1%	2	1	-2%	-9%	3%	2	1%	7%	-1
CC1CCN(C(=O)c2ccc(S(=O)(=O)Cc3cccc(F)c3)c([N+](=O)[O-])c2)CC1	-1%	-1	9	7%	/	1%	-3	-52%[inhibitor]	-9%	8
Cc1cc(C)n(CC(C)NC(=O)c2cc(COc3ccc(F)c(F)c3)on2)n1 (stereo not given)	-1%	-1	3	-6%	5%	/	2	9%	-3%	-2
COc1ccc(N(CC(=O)NCc2cccnc2)S(=O)(=O)c2ccc(C)c([N+](=O)[O-])c2)cc1	2%	0	-1	-1%	15%	1%	19	1%	2%	-7
COCCn1c(SCc2cccc([N+](=O)[O-])c2)nc2ccccc2c1=O	-7%	-2	15	-13%	15%	-1%	-14	11%	0%	-12
CCOC(=O)N1CCN(C(=O)c2ccc(C)c(S(=O)(=O)Nc3ccccc3)c2)CC1	1%	2	1	-13%	-3%	-1%	-18	-47%[inhibitor]	/	-3
COc1cc(OC)c(OC)cc1CN1CCN(C(=O)CC(C)C)CC1	7%	0	0	-8%	-1%	-1%	-8	13%	13%	1
Cc1ccc2[nH]c(=O)c(NC(N)=S)nc2c1	0%	2	2	-1%	?	2%	-5	12%	-6%	-1
O=C(O)Cc1ccc(NC(=O)Nc2ccc3c(c2)OCO3)cc1	4%	-1	-1	8%	-2%	-2%	-11	5%	13%	23
CC(=O)NS(=O)(=O)c1ccc(N2C(=O)CC(Sc3nccc(C)n3)C2=O)cc1 (stereo not given)	2%	1	1	4%	107%[activator]	1%	-11	?	-11%	-2
CCOc1cc(C)c(Cl)cc1S(=O)(=O)NCc1ccc2c(c1)OCO2	-5%	-1	9	-2%	4%	0%	1	3%	4%	-11
C[C@H](NC(=O)[C@H]1N2C(=O)c3ccccc3C2SC1(C)C)C(=O)NCC1CCCO1 (stereo not given in full)	0%	/	6	11%	-1%	-4%	6	2%	2%	-3
CCOc1cc(C(=O)N2CCc3cc(OC)c(OC)cc3C2)ccc1OC(F)F	/	-16	1	-2%	4%	4%	/	/	-4%	/
CCOC(=O)c1ccc(COC(=O)CCc2nc3ccccc3[nH]c2=O)o1	3%	-1	4	2%	5%	0%	1	-35%	-2%	-12
CCCN(CC1CC1)c1nc(N)c2c(N)nc(OC)cc2c1C#N	40%	-16	9	-5%	1%	0%	-11	16%	-2%	-5
O=C(O)/C=C/C(=O)N1CCN(S(=O)(=O)c2cc(C(F)(F)F)ccc2Cl)CC1	6%	4	-2	6%	-3%	-2%	-4	24%	0%	17

An excerpt from above in order of count of non-hydrogen atoms, smallest number first:
SMILES	S-ASM inh	Coupling enz	TRPV1 agonist	CXXC DNA block	MBNL1-CUG inh	GALK inhibitor	hERG WT inh	Integrin act MD	AT treatment	KCNH2 3.1 inh
Cn1nccc1C(=O)Nn1cnnc1	-1%	2	1	-2%	-9%	3%	2	1%	7%	-1
CC(=O)NS(=O)(=O)c1ccc(N2C(=O)CC(Sc3nccc(C)n3)C2=O)cc1 (stereo not given)	2%	1	1	4%	107%[activator]	1%	-11	?	-11%	-2
CC1CCN(C(=O)c2ccc(S(=O)(=O)Cc3cccc(F)c3)c([N+](=O)[O-])c2)CC1	-1%	-1	9	7%	/	1%	-3	-52%[inhibitor]	-9%	8
CCOC(=O)N1CCN(C(=O)c2ccc(C)c(S(=O)(=O)Nc3ccccc3)c2)CC1	1%	2	1	-13%	-3%	-1%	-18	-47%[inhibitor]	/	-3

From PubChem BioAssay
